FBA Mtb inh = inhibits M. tuberculosis FBA enzyme | inhibition, % at 1 µM | P9WQA3 | purified M. tuberculosis FBA, fluorescence read-out | AID 588726 | 2.3% of 360,000 active; in the data active = inhibition above about 27%;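 note: 0% = vehicle and 100% = reference inhibitor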
Anthrax LF inh2 = inhibitors of Bacillus anthracis lethal factor protease | P15917 | multiplex microsphere protease cleavage assay, LF | inhibition, % at 10 µM | 0.12% of 360,000 active | AID 588501; note: plate controls were buffer without enzyme for full effect and enzyme alone for no effect
Target sequence (P15917 whole entry, looked up): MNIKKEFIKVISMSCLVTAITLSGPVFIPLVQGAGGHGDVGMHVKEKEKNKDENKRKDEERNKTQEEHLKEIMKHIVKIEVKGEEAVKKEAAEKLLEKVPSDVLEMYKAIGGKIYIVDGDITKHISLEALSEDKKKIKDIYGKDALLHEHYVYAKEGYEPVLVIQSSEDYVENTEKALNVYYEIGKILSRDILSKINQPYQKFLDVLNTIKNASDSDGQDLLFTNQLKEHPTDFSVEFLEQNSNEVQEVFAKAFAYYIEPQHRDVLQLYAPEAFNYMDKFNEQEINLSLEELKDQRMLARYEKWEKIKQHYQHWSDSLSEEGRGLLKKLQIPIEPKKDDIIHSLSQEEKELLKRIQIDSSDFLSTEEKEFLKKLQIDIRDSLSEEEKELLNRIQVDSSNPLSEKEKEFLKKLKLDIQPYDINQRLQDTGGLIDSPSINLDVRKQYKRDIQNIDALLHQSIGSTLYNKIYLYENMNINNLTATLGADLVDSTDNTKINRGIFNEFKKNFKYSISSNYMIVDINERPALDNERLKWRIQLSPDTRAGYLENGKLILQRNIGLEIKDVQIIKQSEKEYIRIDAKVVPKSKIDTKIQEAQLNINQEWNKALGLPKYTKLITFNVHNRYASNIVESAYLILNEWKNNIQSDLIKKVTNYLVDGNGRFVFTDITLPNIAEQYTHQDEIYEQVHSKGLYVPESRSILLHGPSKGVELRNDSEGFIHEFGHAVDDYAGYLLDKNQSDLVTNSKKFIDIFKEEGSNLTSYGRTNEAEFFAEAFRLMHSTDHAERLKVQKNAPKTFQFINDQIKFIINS
BoNT F protease = blocks Botulinum neurotoxin F light chain protease; Multiplex microsphere protease cleavage assay, flow cytometry; 0.22% of 360,000 active; AID 588497; inhibition, % at 10 µM; in the data active = inhibition above about 35%, passing the limit was not always enough; inconclusive = no clear call, values can overlap the other calls; note: plate controls were buffer without enzyme for full effect and enzyme alone for no effect
PfHsp40 yeast = restores yeast growth despite PfHsp40 toxicity. S. cerevisiae expressing PfHsp40, growth rescue, ATP luminescence. growth rescue, % at 12.5 µM. 0.68% of 340,000 active. AID 504582; in the data active = growth rescue above about 28%, passing the limit was not always enough; inconclusive = no clear call, values can overlap the other calls;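 note: yeast W303a lacking pdr1 and pdr3 grown in galactose medium; growth measured after three days at 30 °C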
Mtb BioA inh = BioA (M. tuberculosis) enzyme inhibition | purified M. tuberculosis BioA enzyme, plate reader | inhibition, % at 9.99 µM | 0.096% of 360,000 active | AID 602481; in the data active = inhibition above about 40%; inconclusive = no clear call, values can overlap the other calls
BoNT-A LC inh2 = blocks Botulinum neurotoxin A light chain protease. AID 588499. multiplex microsphere protease substrate cleavage, flow cytometry. inhibition, % at 10 µM. 0.17% of 360,000 active; note: plate controls were buffer without enzyme for full effect and enzyme alone for no effect
GDH-TPI inh = counter-screen for M. tuberculosis FBA inhibitors: GDH-TPI coupled enzymes; GDH-TPI coupled enzyme counterscreen, NADH absorbance; 1.2% of 360,000 active; inhibition, % at 4.8 µM; in the data active = inhibition above about 30%;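 note: 0% = DMSO wells and 100% = wells lacking the enzyme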
FadD28 binding = M. tuberculosis FadD28 bisubstrate binding inhibition. 0.22% of 360,000 active. FadD28 bisubstrate probe binding, fluorescence polarization. inhibition, % at 12.5 µM; in the data active = inhibition above about 8.5%, passing the limit was not always enough; inconclusive = no clear call, values can overlap the other calls
Mtb UGM inh = inhibitors of M. tuberculosis UDP-galactopyranose mutase. P9WIQ1. 0.06% of 320,000 active. inhibition, % at 10 µM. purified UGM, fluorescence polarization probe displacement; in the data active = inhibition above about 10%, passing the limit was not always enough; inconclusive = no clear call, values can overlap the other calls
Numbers without * were called inactive; ? = inconclusive; . = no result given; & = joins results of further samples. Cut-off read from the data, not from the text of the source, unless noted: active = inhibition above about 30%; inconclusive = no clear call, values can overlap the other calls; inactive = below that.

The opening 3 entries, ahead of the listing:
SMILES | FBA Mtb inh | Anthrax LF inh2 | BoNT F protease | PfHsp40 yeast | Mtb BioA inh | BoNT-A LC inh2 | GDH-TPI inh | FadD28 binding | Mtb UGM inh
Cc1sc2ncn(CC(=O)N3CCN(c4ccccn4)CC3)c(=O)c2c1S(=O)(=O)N1CCC(C)CC1 | 1 | 1 | 3 | 2.3 | -0.3 | 1.5 | 6 | . | -1.1
CN1CCCN(C(=O)COc2cccc(C(F)(F)F)c2)CC1 | 0 | 2 | 9 | -0.2 | 1.1 | 3.1 | 6 | -2.8 | -1.9
NC(=O)COC(=O)c1cccnc1Nc1ccccc1F | -2 | -1 | -8 | -0.1 | -3.3 | -0.5 | 11 | -1.4 | 0.4

The listing (from the top)
SMILES | FBA Mtb inh | Anthrax LF inh2 | BoNT F protease | PfHsp40 yeast | Mtb BioA inh | BoNT-A LC inh2 | GDH-TPI inh | FadD28 binding | Mtb UGM inh
Cc1sc2ncn(CC(=O)N3CCN(c4ccccn4)CC3)c(=O)c2c1S(=O)(=O)N1CCC(C)CC1 | 1 | 1 | 3 | 2.3 | -0.3 | 1.5 | 6 | . | -1.1
CN1CCCN(C(=O)COc2cccc(C(F)(F)F)c2)CC1 | 0 | 2 | 9 | -0.2 | 1.1 | 3.1 | 6 | -2.8 | -1.9
NC(=O)COC(=O)c1cccnc1Nc1ccccc1F | -2 | -1 | -8 | -0.1 | -3.3 | -0.5 | 11 | -1.4 | 0.4
Cc1cccc(C)c1NC(=O)CNC(=O)CNC(=O)c1ccc2c(c1)OCO2 | 1 | -6 | -12 | -0.6 | -2.5 | -4.3 | 3 | 1.0 | 0.6
COc1ccc(C(=O)Nc2ccc(S(=O)(=O)N3CCN(C)CC3)cc2)cc1[N+](=O)[O-] | 0 | -9 | 15 | -0.8 | 0.9 | 0.1 | 2 | -4.1 | 2.8
O=C(CN1C(=O)CSC1=O)N1CCc2ccccc2C1 | 2 | 6 | -13 | -0.2 | -1.1 | -0.8 | 13 | 1.0 | 1.8
O=C(O)Cc1ccc2sc(-c3ccccc3)nc2c1 | 2 | 2 | 10 | 0.6 | 0.7 | 2.3 | 3 | -3.0 | 0.9
COc1ccc(/C=N/NC(=O)c2ccco2)cc1COc1ccc(F)cc1 | 0 | . | . | -0.7 | -1.1 | . | 15 | -2.1 | 0.6
COc1ccccc1N(CC(=O)NC(C)(C)C)C(=O)CCC(=O)Nc1ccccn1 | 3 | -1 | 4 | -0.7 | -2.6 | -2.7 | 3 | -0.6 | 2.7
O=C(CSc1nc2cc(Cl)ccc2o1)NCCc1ccccc1 | 0 | 0 | -4 | -0.6 | -2.8 | -1.2 | 5 | -2.2 | -2.4
CCOC(=O)/C(=C/Nc1ccccc1)[N+](=O)[O-] | -2 | -4 | 4 | -2.2 | 0.6 | 0.1 | 13 | 2.4 | -0.3
COc1cc(OC)cc(-c2nnc(SCc3cccc(C(=O)O)c3)o2)c1 | 0 | 0 | 1 | -0.8 | . | 2.0 | 6 | -5.9 | 0.3
CCN(CC)S(=O)(=O)c1ccc2nc(CCl)[nH]c2c1 | 5 | -3 | -1 | -1.0 | -0.2 | 0.6 | 3 | -2.0 | -6.2
O=C(N/C(=C/c1cccnc1)C(=O)N1CCOCC1)c1ccccc1 | -2 | 0 | 0 | -1.2 | . | -0.4 | 0 | -1.1 | -2.1
CCNc1nc(NC(C)(C)C)nc(SC(C(C)=O)C(C)=O)n1 | 1 | 8 | 13 | 0.3 | 1.4 | 2.0 | 9 | -1.2 | -1.3
O=C(CSCc1ccccc1)N1CCN(S(=O)(=O)c2ccc(F)cc2)CC1 | -1 | 4 | 6 | -0.4 | -0.6 | 6.0 | -2 | -3.2 | -2.2
NC(=O)COC(=O)c1cc(-c2ccco2)nc2ccccc12 | 14 | 0 | -8 | 0.2 | -3.1 | 0.5 | 3 | -0.8 | 1.4
COc1ccc([C@@H]2C[C@H]3[C@@H](CN2S(=O)(=O)c2ccccc2)C(=O)C[C@@H](c2cccc(Cl)c2)N3S(=O)(=O)c2ccc(C)cc2)cc1 | -3 | -2 | -8 | . | -0.8 | -1.4 | . | -4.9 | .
O=S(=O)(NCc1cn2ccsc2n1)c1ccc(Oc2ccccc2)cc1 | 4 | -2 | -6 | -1.8 | -0.9 | -0.3 | 9 | 0.5 | 3.2
Cc1cc(C)cc(NC(=O)CSc2nnc(NC(=O)C3CC3)s2)c1 | -2 | 1 | -8 | -0.9 | -1.5 | -1.6 | -7 | -4.4 | -3.7
Cc1oc(S(=O)(=O)N2CCCCC2)cc1NC(=O)Nc1ccc(Cl)cc1 | -3 | -13 | -7 | 0.5 | . | -0.8 | -2 | -3.9 | -1.7
CC(C)CN1CCCC(N2CCN(c3cccc(Cl)c3)CC2)C1 (configuration not stated) | -3 | 18 | 24 | -0.8 | -0.1 | -1.8 | -7 | -2.4 | -0.5
O=C(NCC(=O)N(c1cccnc1)C(C(=O)NC1CCCC1)c1ccco1)c1cccs1 (configuration not stated) | -1 | 1 | -8 | -0.5 | -0.8 | 0.6 | 3 | -1.1 | 1.9
CCOC(=O)c1ccc(S(=O)(=O)N2CC(=O)Nc3ccccc32)cc1 | 24 | -2 | 3 | -1.2 | 1.4 | 0.3 | -4 | . | 1.0
COc1ccc(CCNC(=O)c2ccc(=O)[nH]c2)cc1 | 1 | 4 | -11 | 0.7 | 1.9 | 0.6 | 5 | 1.1 | 4.0
(next part)
SMILES | FBA Mtb inh | Anthrax LF inh2 | BoNT F protease | PfHsp40 yeast | Mtb BioA inh | BoNT-A LC inh2 | GDH-TPI inh | FadD28 binding | Mtb UGM inh
COc1ccccc1NC(=S)NC(=O)C(C)(C)C | 1 | -4 | 0 | 3.3 | 1.5 | 0.1 | 8 | -0.8 | 1.7
CC(C)(C)C1CCc2c(sc(NC(=O)c3ccncc3)c2C(N)=O)C1 (configuration not stated) | 0 | 1 | -13 | -0.9 | -0.9 | -0.9 | 19 | -4.3 | -4.0
CCOC(=O)c1cc(C(=O)Nc2sc3c(c2C#N)CCCC3)nn1C | -2 | -3 | 4 | 0.0 | -1.0 | 0.1 | 1 | -2.0 | 2.6
Cc1cccc(N2CC(C(=O)NCC3COc4ccccc4O3)CC2=O)c1C (configuration not stated) | 0 | -3 | 7 | 0.6 | 2.1 | 2.9 | -4 | -3.3 | -1.9
Cc1cc(C)c2c(=O)[nH]n(C(C)C)c2n1 | -1 | -12 | -60 | -1.7 | -0.2 | -2.2 | 5 | 0.7 | 0.8
CC(NC(=O)Cn1cc(Br)c([N+](=O)[O-])n1)c1ccccc1 (configuration not stated) | 2 | 8 | ? | -1.0 | -2.0 | -1.9 | 6 | -2.9 | -0.4
Cc1noc(C)c1NC(=O)N(C)C[C@H]1Oc2c(NC(=O)Nc3ccc(C(F)(F)F)cc3)cccc2C(=O)N([C@H](C)CO)C[C@@H]1C | 0 | 1 | -4 | 0.7 | -1.7&0.5 | -0.7 | 6 | 1.9 | -2.6
COC(=O)C(C)(C)ONC(=O)Nc1ccc(C)cc1 | 1 | 2 | -8 | -1.3 | 4.7 | 0.3 | 0 | -0.4 | .
Cc1nnn(C23CC4CC(CC(CC(=O)Nc5ccc(C)c(Cl)c5)(C4)C2)C3)n1 | -1 | -2 | 1 | 6.1 | 0.6 | 0.5 | -1 | -1.3 | 1.6
CN(C(=O)c1ccc(NC(=O)Cc2ccc(NC(=O)C3CCCN(C(=O)C4CCCC4)C3)cc2)cc1)C1CCCC1 (configuration not stated) | 0 | -8 | -6 | -1.2 | -0.6 | -0.8 | 1 | 0.3 | .
CCSC1=NCCN1C(=O)Cc1ccc(-c2ccccc2)cc1 | -1 | -3 | -7 | 2.8 | . | -0.4 | -7 | -3.8 | 1.2
CCc1ccc(/C=C2\SC(N3CCOCC3)=NC2=O)cc1 | 1 | -2 | -3 | 0.7 | -0.3 | -0.7 | 31* | -1.1 | 0.6
COc1cc(/C=N/Nc2ccccc2)ccc1O | 2 | 14 | -10 | 2.3 | -1.3 | 2.8 | 9 | 1.7 | 1.8
Cc1onc(-c2c(Cl)cccc2Cl)c1C(=O)N1CCCc2ccccc21 | 1 | 0 | 0 | 0.5 | -1.1 | 0.3 | 7 | -0.4 | 3.1
O=C(Nc1cccc(C(F)(F)F)c1)C1Cc2c(-c3ccccc3)ccnc2O1 (configuration not stated) | -4 | -5 | 6 | . | -1.4 | -0.2 | -1 | -6.5 | .
S=c1[nH]nc(COc2ccc(Cl)cc2)n1-c1ccccc1 | -2 | 1 | 8 | 1.3 | 2.8 | -0.9 | -3 | -2.1 | 2.3
CCOC(=O)C(Cc1ccc(Cl)cc1Cl)c1ccno1 (configuration not stated) | 0 | 3 | 12 | 0.0 | . | 1.1 | -5 | -2.9 | -1.0
O=C(c1cccc(F)c1)N1CCN(c2cc(N3CCCCC3)c(F)cc2[N+](=O)[O-])CC1 | -7 | 1 | 1 | 2.6 | . | 2.6 | -1 | -2.6 | -1.1
CCC(C)(C)NCC(=O)Nc1ccc(OC(F)(F)F)cc1 | -1 | 0 | 2 | -1.1 | -1.5 | -0.4 | 5 | -3.6 | -2.5
Cc1ccc(C2c3c(oc4ccccc4c3=O)C(=O)N2c2nncs2)cc1 (configuration not stated) | 2 | -2 | 1 | 0.0 | -0.2 | 0.9 | 3 | -2.2 | -2.5
COc1cc(C=C2C(=O)c3ccccc3C2=O)cc(OC)c1 | 0 | -21 | ? | -0.4 | . | -2.3 | -5 | -2.0 | 2.5
COC(=O)CCC(=O)OC1(C)C(=O)C2=CN(CC3CC3)C(c3ccc(OC)cc3)=CC2=C(Br)C1=O (configuration not stated) | 0 | -40 | -86 | -0.8 | 0.0 | 8.0 | 13 | -0.4 | 1.1
CCC1=Nc2ccc(Br)cc2C(c2ccccc2)N1CC(=O)OC (configuration not stated) | -3 | 4 | 0 | -0.6 | -0.1 | 1.1 | 5 | -5.1 | -3.0
COc1ccc(/C=C2\CCC/C(=C\C=N\N(C)C)C2=O)cc1 | -17 | -4 | -2 | -0.5 | . | -0.1 | 6 | -3.8 | -2.4
CCC1=NC(c2ccccc2OC)N(O)C1(C)C (configuration not stated) | -5 | -5 | 0 | 1.8 | -0.7 | 0.1 | -1 | -3.0 | 0.7
Next section:
SMILES | FBA Mtb inh | Anthrax LF inh2 | BoNT F protease | PfHsp40 yeast | Mtb BioA inh | BoNT-A LC inh2 | GDH-TPI inh | FadD28 binding | Mtb UGM inh
CC(=O)c1cc(C#N)c(N2CC(C)OC(C)C2)nc1C (configuration not stated) | 4 | 1 | -6 | 0.5 | . | 0.1 | -6 | -2.8 | -0.2
Cc1ccc(NC(=O)C(C)NS(=O)(=O)c2ccc(F)cc2)cc1C (configuration not stated) | 0 | -2 | 0 | 1.1 | . | 0.2 | 2 | -0.9 | 7.2
COc1ccc(C(=O)Nc2cc(OCc3ccccc3)c(Cl)cc2Cl)cc1 | 3 | -1 | -12 | 0.0 | -2.0 | -0.8 | -4 | 0.5 | -1.4
CC(=O)NC(C(=O)c1ccccc1)N1CCCCC1 (configuration not stated) | 3 | 13 | ? | -1.0 | -0.5 | -8.3 | -2 | -3.0 | -0.6
CCn1c(SCC(=O)Nc2nc(C)c(C)s2)nnc1-c1cccs1 | 5 | 8 | -4 | -0.5 | 3.6 | 0.1 | 1 | -1.2 | 1.5
CCN1/C(=C\C=C2\C(=O)N(c3ccccc3)C(=S)N2C)Sc2ccccc21 | -1 | 0 | 0 | 0.0 | . | 1.1 | 2 | -1.1 | .
COC(C(=O)NCc1ccccc1C)c1ccccc1 (configuration not stated) | -1 | 0 | 0 | -1.6 | . | 0.3 | 10 | -1.8 | 0.1
C#CCN(C[C@H]1[C@H](OC(=O)NCc2ccccc2F)[C@H](OC(=O)NCc2ccccc2F)C[C@@H](C(=O)OC)[C@H]1C(=O)OC)S(=O)(=O)c1ccc(C)cc1 | -1 | -3 | -1 | . | -1.8 | -0.6 | 10 | 0.4 | .
CN(C)CCCOc1ccc(-c2ccc3nncn3c2)cn1 | 4 | -3 | 4 | . | -0.2 | 0.4 | 16 | -1.5 | .
N/C(CCN1CCCCC1)=N/O | -6 | 0 | -10 | 0.6 | 0.5 | 0.0 | 4 | -0.2 | 0.7
COC(=O)c1cc(Br)c(=O)n(-c2cc(C)on2)c1 | 2 | -3 | 1 | -0.2 | -2.4 | -0.4 | 3 | -0.9 | 0.7

Rows were taken by chance. Share with any hit: about 4.7%.
